14-3-3 PPI: modulators of human 14-3-3 gamma - Raf peptide interaction; P61981; FP, 14-3-3gamma / TMR-pS259-Raf peptide binding; inhibition, % at 40 µM; 0.19% of 160,000 active; in the data active means inhibition above about 30%;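 further: 0% = protein plus tracer without compound and 100% = blank with tracer alone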
Target sequence (P61981 whole entry, looked up): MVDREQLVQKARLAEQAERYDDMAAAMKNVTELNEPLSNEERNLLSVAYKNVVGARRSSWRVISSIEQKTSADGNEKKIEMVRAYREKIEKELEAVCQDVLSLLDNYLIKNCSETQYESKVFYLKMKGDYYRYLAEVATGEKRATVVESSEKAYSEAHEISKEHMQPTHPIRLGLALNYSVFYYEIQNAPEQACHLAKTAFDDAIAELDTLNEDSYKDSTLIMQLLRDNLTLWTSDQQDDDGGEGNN
An asterisk follows results filed as active; & = joins results of further samples. This is a subset (hit frequency here may not be typical).

Results for Fc1ccccc1C1C=C(c2ccc(Br)s2)Nc2nc3ccccc3n21 (stereo not drawn) ?
14-3-3 PPI: -107

How did O=C(CSc1nc2c(sc3ccccc32)c(=O)n1CCc1ccccc1)NCc1ccco1 do in these assays?
14-3-3 PPI: -28

Results for O=C(Nc1ccc(-c2nc3ccccc3[nH]2)cc1)c1ccccc1Cl ?
14-3-3 PPI: -7

What do the screens show for `COc1ccc(CCN2C(=O)C3C4c5ccccc5C(C)(c5ccccc54)C3C2=O)cc1OC` (stereo not drawn)?
14-3-3 PPI: 0

What do the screens show for `CCC(=NCc1ccccc1)C1=C(O)C(C(=O)OC)C(C)(C)CC1=O` (stereo not drawn)?
14-3-3 PPI: -9

Results for COc1ccc(C2C(C#N)=C(N)Oc3n[nH]c(C)c32)cc1Cn1nnc2ccccc21 (stereo not drawn) ?
14-3-3 PPI: -5

Results for Oc1ccc(C=NCC2OCCc3ccccc32)cc1 (stereo not drawn) ?
14-3-3 PPI: 3

Results for CCn1c(C(=O)NCCCc2ccccc2)cc2sccc21 ?
14-3-3 PPI: -2

Results for COc1ccc(-c2cc(C(F)(F)F)nc(N)n2)cc1 ?
14-3-3 PPI: -2

What do the screens show for `CCOC(=O)Cc1c(C)nc2c(-c3ccccc3)c[nH]n2c1=O`?
14-3-3 PPI: 0

How did Nc1nc(CSc2nnnn2-c2ccc(F)c(Cl)c2)nc(N2CCOCC2)n1 do in these assays?
14-3-3 PPI: -4

Results for CCOc1ccc(-n2nc3ccc(NC(=O)c4ccc(OCc5ccccc5)cc4)cc3n2)cc1 ?
14-3-3 PPI: 0

What do the screens show for `Cn1cc(C(=O)NCc2ccccc2)c(=O)c2cc(S(=O)(=O)N3CCCCCC3)ccc21`?
14-3-3 PPI: -3

Results for CCCCn1c(=S)[nH]c2c(sc3ccccc32)c1=O ?
14-3-3 PPI: 3

Results for CN(Cc1ccccc1)S(=O)(=O)c1ccc(C(=O)Nc2ccccc2-c2nc3ccccc3[nH]2)cc1 ?
14-3-3 PPI: -3

What do the screens show for `Cc1ccc2c(CSc3nc4ccccc4c(=O)n3CCCO)cc(=O)oc2c1`?
14-3-3 PPI: -2

How did CCCc1cc(=O)oc2c(CN3CCCC3)c(O)c(Cl)cc12 do in these assays?
14-3-3 PPI: -8

How did COCc1nnc(NC(=O)c2ccc(NC(=O)C(C)C)cc2)s1 do in these assays?
14-3-3 PPI: 10

What do the screens show for `COc1ccc(OC)c(C2/C(=C(\O)c3ccccc3)C(=O)C(=O)N2c2nc3ccccc3s2)c1` (stereo not drawn)?
14-3-3 PPI: -9

Results for CC(C)Sc1nc(SC(C)C)c2c3c(sc2n1)COC(C)(C)C3 ?
14-3-3 PPI: -9

Results for Cc1nc2nc(SCC(=O)Nc3ccccc3Cl)nn2c(C)c1Cc1ccccc1Cl ?
14-3-3 PPI: -16

How did CCC(C)NC(=O)CSc1nc2n[nH]c(C)c2c(=N)n1-c1ccc(OC)cc1 (stereo not drawn) do in these assays?
14-3-3 PPI: -3

What do the screens show for `Cc1ccnc2c(NC(=O)c3ccc(N4C(=O)C5C6C=CC(C6)C5C4=O)cc3)cccc12` (stereo not drawn)?
14-3-3 PPI: -17

How did CC(=O)Nc1ccc(S(=O)(=O)N=C2SCCN2S(=O)(=O)c2ccc(NC(C)=O)cc2)cc1 do in these assays?
14-3-3 PPI: -52

What do the screens show for `Cc1ccc(C(=O)Nc2nc(C34CC5CC(CC(C5)C3)C4)c(C)s2)cc1`?
14-3-3 PPI: -9

How did COc1ccc(NC(=O)CSc2nc(C)cc(C(F)(F)F)n2)cc1OC do in these assays?
14-3-3 PPI: -21

What do the screens show for `Cc1cc2c(Nc3ccc(Oc4ccc(Cl)cc4)cc3)ncnc2s1`?
14-3-3 PPI: 0

What do the screens show for `Fc1ccc(C2C=C(c3ccc(I)cc3)Nc3ncnn32)cc1` (stereo not drawn)?
14-3-3 PPI: -4

How did CCN(CC)CCCN1C(=O)CSC1c1ccc2c(c1)OCO2 (stereo not drawn) do in these assays?
14-3-3 PPI: -1

Results for CCOc1ccc(C2C(N3C(=O)c4ccccc4C3=O)C(=O)N2c2ccc(Br)c(C)c2)cc1 (stereo not drawn) ?
14-3-3 PPI: -10

What do the screens show for `CC(C)Oc1cccc(-c2cc(C(=O)N3CCN(S(C)(=O)=O)CC3)c3ccccc3n2)c1`?
14-3-3 PPI: -4

How did CCOC(=O)c1cc2c(=O)n3ccccc3nc2n(C)c1=NC(=O)c1ccc([N+](=O)[O-])cc1 do in these assays?
14-3-3 PPI: -8

How did CC(=O)c1ccc(NC(=O)C2CCN(S(=O)(=O)c3cccc4cccnc34)CC2)cc1 do in these assays?
14-3-3 PPI: 1

What do the screens show for `O=C(CN1C(=O)c2ccccc2C1=O)OCN1C(=O)c2ccccc2C1=O`?
14-3-3 PPI: -1

What do the screens show for `NC(=O)C(F)(F)C12OC3C4C5CC(C6C5C3C61)C42` (stereo not drawn)?
14-3-3 PPI: 5

Results for CCOc1ccc(-c2nn3c(-c4ccc(OC)cc4)nnc3s2)cc1 ?
14-3-3 PPI: -2

Results for Cc1cc(NC(=O)CC23CC4CC(CC(C4)C2)C3)no1 ?
14-3-3 PPI: 3

What do the screens show for `CCN(C(=O)Cc1c(C(=O)O)[nH]c2ccccc12)c1cc(C)ccc1C`?
14-3-3 PPI: -2

What do the screens show for `Cc1cc(C)c(NC(=O)c2cc3c(=O)n4cccc(C)c4nc3s2)c(C)c1`?
14-3-3 PPI: 1

What do the screens show for `CC1=C(c2ccc(C)cc2)[N+](=O)C(C)(C)N1[O-]`?
14-3-3 PPI: 6

What do the screens show for `O=C1CC(c2ccc(F)cc2)C2=C(CCCC2=O)N1` (stereo not drawn)?
14-3-3 PPI: 1

What do the screens show for `CCC1SC2=NC(C)=C(C(=O)OC(C)C)C(c3ccc(C)cc3)N2C1=O` (stereo not drawn)?
14-3-3 PPI: -4

What do the screens show for `Cc1ccc(NC(=O)COc2ccc(Br)cc2)c(Br)c1`?
14-3-3 PPI: -4

What do the screens show for `CSc1ccccc1NC(=O)Cn1c(-c2cscn2)nc2ccccc21`?
14-3-3 PPI: 9

Results for CCCOc1ccc(NC(=O)c2c(-c3ccccc3)noc2C)cc1 ?
14-3-3 PPI: 1

What do the screens show for `CC(=O)N[C@@H](Cc1c[nH]c2ccccc12)C(=O)OCc1cc(C(F)(F)F)cc(C(F)(F)F)c1`?
14-3-3 PPI: -8

Results for COc1ccc(S(=O)(=O)N2CCN(CC(=O)c3ccc(OC)c(OC)c3)CC2)cc1 ?
14-3-3 PPI: 2

Results for CCCCC(=O)Nc1ccc(F)c(Cl)c1 ?
14-3-3 PPI: -10

Grouped by structure, those above with four or more nitrogen atoms
Results for COc1ccc(C2C(C#N)=C(N)Oc3n[nH]c(C)c32)cc1Cn1nnc2ccccc21 (stereo not drawn) ?
14-3-3 PPI: -5

How did Nc1nc(CSc2nnnn2-c2ccc(F)c(Cl)c2)nc(N2CCOCC2)n1 do in these assays?
14-3-3 PPI: -4

Results for CCOc1ccc(-n2nc3ccc(NC(=O)c4ccc(OCc5ccccc5)cc4)cc3n2)cc1 ?
14-3-3 PPI: 0

Results for CN(Cc1ccccc1)S(=O)(=O)c1ccc(C(=O)Nc2ccccc2-c2nc3ccccc3[nH]2)cc1 ?
14-3-3 PPI: -3

How did COCc1nnc(NC(=O)c2ccc(NC(=O)C(C)C)cc2)s1 do in these assays?
14-3-3 PPI: 10

Results for Cc1nc2nc(SCC(=O)Nc3ccccc3Cl)nn2c(C)c1Cc1ccccc1Cl ?
14-3-3 PPI: -16

How did CCC(C)NC(=O)CSc1nc2n[nH]c(C)c2c(=N)n1-c1ccc(OC)cc1 (stereo not drawn) do in these assays?
14-3-3 PPI: -3

How did CC(=O)Nc1ccc(S(=O)(=O)N=C2SCCN2S(=O)(=O)c2ccc(NC(C)=O)cc2)cc1 do in these assays?
14-3-3 PPI: -52

What do the screens show for `Fc1ccc(C2C=C(c3ccc(I)cc3)Nc3ncnn32)cc1` (stereo not drawn)?
14-3-3 PPI: -4

How did CCOC(=O)c1cc2c(=O)n3ccccc3nc2n(C)c1=NC(=O)c1ccc([N+](=O)[O-])cc1 do in these assays?
14-3-3 PPI: -8

Results for CCOc1ccc(-c2nn3c(-c4ccc(OC)cc4)nnc3s2)cc1 ?
14-3-3 PPI: -2

What do the screens show for `CSc1ccccc1NC(=O)Cn1c(-c2cscn2)nc2ccccc21`?
14-3-3 PPI: 9

(further entries)
What do the screens show for `CCCSc1nnc2c(n1)OC(C=Cc1ccco1)Nc1ccc(Br)cc1-2` (stereo not drawn)?
14-3-3 PPI: 58*

How did C=CCc1cccc2cc(C(=O)Nc3ccc([N+](=O)[O-])cc3C)c(=O)oc12 do in these assays?
14-3-3 PPI: -6

How did CCOc1ccccc1NC(=O)C1=C(C)NC(=O)NC1c1ccc(O)cc1 (stereo not drawn) do in these assays?
14-3-3 PPI: -3

Results for CCN(CC)C(=O)C1c2ccccc2C(=O)N(C)C1c1ccc(OC)cc1 (stereo not drawn) ?
14-3-3 PPI: -4

Results for CCN1CC=C2C(C#N)=C(N)C(C#N)(C#N)C(c3cc(Cl)ccc3Cl)C2C1 (stereo not drawn) ?
14-3-3 PPI: -62

How did CCc1cc(-c2n[nH]c(CCC(=O)O)c2-c2nc3ccccc3n2C)c(O)cc1O do in these assays?
14-3-3 PPI: -6

Results for COC(=O)CSc1cc(C)nc(NC(C)=O)n1 ?
14-3-3 PPI: -5&-4

Results for CCOC(=O)C1C(=O)C=C(c2ccc(F)cc2)CC1c1ccc([N+](=O)[O-])cc1 (stereo not drawn) ?
14-3-3 PPI: 1

Results for Cc1ccc(NS(=O)(=O)c2ccc3c(c2)CCC(=O)N3)c(C)c1 ?
14-3-3 PPI: -30

Results for COc1ccc(C(=O)c2nccc3ccccc23)cc1 ?
14-3-3 PPI: 2

Results for O=C(c1ccc(SCc2ccncc2)c([N+](=O)[O-])c1)N1CCCCCC1 ?
14-3-3 PPI: 5

What do the screens show for `COc1ccc(CN2CCN(S(=O)(=O)c3cccs3)CC2)c(OC)c1OC`?
14-3-3 PPI: -2

How did CCN(CC)S(=O)(=O)c1ccc(-c2nnc(SCc3nnc(-c4ccc(C)cc4)o3)o2)cc1 do in these assays?
14-3-3 PPI: 8

What do the screens show for `CCOCCOC(=O)C1=C(C)NC2=C(C(=O)CCC2)C1c1cccc(OC)c1` (stereo not drawn)?
14-3-3 PPI: -1

How did O=C(NCCSCc1ccccc1)c1ccc2c(=O)n(CC3CCCO3)c(=S)[nH]c2c1 (stereo not drawn) do in these assays?
14-3-3 PPI: -1

Results for COc1cc(NC(=O)COCC(=O)O)cc(-n2cnnn2)c1 ?
14-3-3 PPI: 10

How did Cc1nnc(N2CCN(c3ccccc3)CC2)[nH]c1=O do in these assays?
14-3-3 PPI: 7

Results for O=C(Nc1ccc2c(c1)OCCO2)C1CCCN(S(=O)(=O)c2cnc[nH]2)C1 (stereo not drawn) ?
14-3-3 PPI: -6

What do the screens show for `COc1ccc(C)cc1-n1nnnc1SCc1csc(C)n1`?
14-3-3 PPI: -14

How did O=S(=O)(c1ccc(C2CCCCC2)cc1)N1CCN(c2ncccn2)CC1 do in these assays?
14-3-3 PPI: -5

What do the screens show for `Cc1cccc(-c2nc(C#N)c(NC3CCCCC3)o2)c1`?
14-3-3 PPI: -3

What do the screens show for `O=S(=O)(c1ccccc1)N1CCN(CC(O)COc2ccc3c(c2)CCC3)CC1` (stereo not drawn)?
14-3-3 PPI: -10

Results for O=C(CS(=O)(=O)c1c[nH]c2ccccc12)N1CCCc2ccccc21 ?
14-3-3 PPI: -7

What do the screens show for `COc1ccccc1N1CCN(C(=O)c2c[nH]c3ccc(S(=O)(=O)Nc4cccc(C(F)(F)F)c4)cc3c2=O)CC1`?
14-3-3 PPI: 1

What do the screens show for `CCCCc1cc(=O)oc2cc(OCC(=O)OC)c(Cl)cc12`?
14-3-3 PPI: 2

How did CC(C)N=c1c([N+](=O)[O-])nn(C)n1O do in these assays?
14-3-3 PPI: -6

Results for CC(C)(C)c1ccc(OC(=O)c2ccc([N+](=O)[O-])cc2)cc1 ?
14-3-3 PPI: -26

What do the screens show for `Cc1ccccc1-c1cc(=O)oc(-c2ccc(Br)cc2)n1`?
14-3-3 PPI: -2

What do the screens show for `Cc1ccc(C)c(NC(=O)Cn2cc(C(=O)C(F)(F)F)c3ccccc32)c1`?
14-3-3 PPI: -14

What do the screens show for `CCc1ccccc1Nc1cc(C(=O)NCc2ccccc2)c2ccccc2n1`?
14-3-3 PPI: -35

What do the screens show for `COc1ccc(C(=O)O)cc1S(=O)(=O)Nc1ccc(C)cc1`?
14-3-3 PPI: -3

What do the screens show for `CC(C)(C)NC(=O)CN(Cc1ccccc1)S(=O)(=O)c1ccc(Br)cc1`?
14-3-3 PPI: 0

Results for O=C1C(=O)N(c2cccc([N+](=O)[O-])c2)C(c2ccc(F)cc2)/C1=C(\O)c1ccccc1 (stereo not drawn) ?
14-3-3 PPI: -2

Results for O=C(Nc1ccc(C2CCCCC2)cc1)C1CCN(c2ncccn2)CC1 ?
14-3-3 PPI: -2

How did CC1=C(C(=O)OCCOC(C)C)C(c2ccc([N+](=O)[O-])cc2)C2=C(CC(C)(C)CC2=O)N1 (stereo not drawn) do in these assays?
14-3-3 PPI: -13

How did CCOC(=O)c1cc2c(=O)n3ccccc3nc2n(C2CCCCC2)c1=NC(=O)c1ccc(Cl)cc1 do in these assays?
14-3-3 PPI: -2

What do the screens show for `Cc1cc(-c2nc3c4c5c(sc4[nH]c(=O)n3n2)CCC5)c(C)o1`?
14-3-3 PPI: -41

Results for CCCCN(C)C(=O)c1c[nH]c2ccc(S(=O)(=O)N(C)c3ccc(C)c(C)c3)cc2c1=O ?
14-3-3 PPI: -11

Results for O=c1[nH]c2ccccc2nc1NCCN1CCOCC1 ?
14-3-3 PPI: -6

How did O=C(CCN1C(=O)c2ccccc2C1=O)Nc1ccc([N+](=O)[O-])cc1Br do in these assays?
14-3-3 PPI: -3

Results for Cc1csc(NC(=O)c2sc3nc(C)c4c(c3c2N)CCCC4)n1 ?
14-3-3 PPI: -7

How did CC(C)c1nnc(NC(=O)c2c(O)c3c([nH]c2=O)CCCC3)s1 do in these assays?
14-3-3 PPI: -5

What do the screens show for `O=C(Cc1ccccc1)Nc1cccc(-c2nc3ccccc3s2)c1`?
14-3-3 PPI: -11

What do the screens show for `C=CCn1c(SCC(=O)N2CC(=O)Nc3ccccc32)nc2scc(-c3cccs3)c2c1=O`?
14-3-3 PPI: -34

Screens as filed in PubChem.
